# High-throughput results deposited in PubChem BioAssay by several laboratories.
# STK33 kinase inh: inhibitors of purified STK33 kinase, primary screen, biochemical, ADP-Glo luminescence, homogeneous, cell-free; Serine/threonine-protein kinase 33 (Homo sapiens), Q9BYT3; MBP phosphorylation; inhibition, % at 10 µM; 0.073% of 320,000 active; AID 2661, 2010;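 active means inhibition at or above 25%, using the most active replicate where run in duplicate; inactive means inhibition below 25%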
# KCNQ2 inh: KCNQ2 potassium channel inhibitors, primary screen, cell-based, CHO-K1, FluxOR thallium flux, B-score (AID 2156); 20 min; hits give low values; B-score at 10 µM; 1.1% of 310,000 active; Potassium voltage-gated channel subfamily KQT member 2 (Rattus norvegicus), O88943;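 active means fluorescence ratio B-score at most minus 3 library SDs, with starting brightness B-score within 2 library SDs, cut at about -5.5 in these data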
# Target sequence (O88943 whole entry, looked up): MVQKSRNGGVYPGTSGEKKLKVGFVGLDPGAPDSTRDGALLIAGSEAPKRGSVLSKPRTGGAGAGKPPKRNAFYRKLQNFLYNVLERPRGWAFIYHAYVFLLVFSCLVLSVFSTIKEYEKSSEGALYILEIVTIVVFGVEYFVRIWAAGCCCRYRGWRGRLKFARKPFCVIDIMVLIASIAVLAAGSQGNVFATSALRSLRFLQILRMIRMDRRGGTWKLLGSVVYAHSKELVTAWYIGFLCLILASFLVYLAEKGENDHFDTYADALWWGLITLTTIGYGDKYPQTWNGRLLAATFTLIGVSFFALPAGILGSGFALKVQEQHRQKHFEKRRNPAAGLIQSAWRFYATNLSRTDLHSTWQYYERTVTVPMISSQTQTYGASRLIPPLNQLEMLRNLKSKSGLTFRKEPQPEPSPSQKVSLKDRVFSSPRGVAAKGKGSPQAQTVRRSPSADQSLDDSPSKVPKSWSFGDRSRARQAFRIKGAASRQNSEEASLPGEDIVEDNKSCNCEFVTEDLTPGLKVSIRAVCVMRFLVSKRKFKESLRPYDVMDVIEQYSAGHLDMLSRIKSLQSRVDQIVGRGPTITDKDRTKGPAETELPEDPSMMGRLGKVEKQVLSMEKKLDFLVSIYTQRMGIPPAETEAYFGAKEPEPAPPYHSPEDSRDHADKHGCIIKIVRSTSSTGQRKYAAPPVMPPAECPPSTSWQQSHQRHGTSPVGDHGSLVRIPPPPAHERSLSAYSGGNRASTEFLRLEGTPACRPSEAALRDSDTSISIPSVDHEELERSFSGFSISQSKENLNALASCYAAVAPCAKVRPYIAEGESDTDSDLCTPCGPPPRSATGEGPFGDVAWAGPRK
# OX1R FRET antag: antagonists of human orexin 1 receptor (OX1R); OX1R-expressing cells, FRET antagonist read-out; inhibition, % at 6.6 µM; 1.8% of 330,000 active; AID 485270, 2010; in the data active means inhibition mostly above about 38%, no sharp cut-off; inactive means mostly below about 40%;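 further: 0% = agonist challenge alone and 100% = reference antagonist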
# * = called active by the depositor; i = inactive; / = not tested or not shown. This is a random part of the collection. Share with any hit: about 2.7%.
OX1R FRET antag	molecule	STK33 kinase inh	KCNQ2 inh
23	c1ccc(CCC2CCCCN2Cc2cn[nH]c2-c2cc3ccccc3o2)nc1 (stereo not given)	-0.1	i
33	O=c1[nH]ncc(N/N=C\c2ccncc2)c1Cl	4.4	i
27	O=C(NCc1ccccc1Cl)C1CC(=O)N(Cc2ccccc2)C1 (stereo not given)	-1.2	i
35	CSc1nc(-c2ccc(C)cc2)nc(N)c1C#N	-1.3	i
14	CNC(=O)CN1C(=O)CSc2nc(C)cc(C)c21	0.7	i
20	COc1cccc(-c2nc(CS(=O)(=O)CC(=O)NC3CCCCC3C)c(C)o2)c1 (stereo not given)	-1.0	i
13	NNC(=O)c1csc(-c2ccc(C(F)(F)F)cc2Cl)n1	-0.3	i
9	CCc1ccc(-n2c(SCc3c(C)noc3C)nnc2-c2ccncc2)cc1	-0.6	i
34	O=C(OCC(=O)N1CCCC1=O)c1cc(S(=O)(=O)N2CCOCC2)ccc1F	-1.6	i
15	N#CCSc1nnc(COc2ccc3ccccc3c2)o1	-0.4	i
23	O=C(COC(=O)C1CCC1)Nc1cc(S(=O)(=O)N2CCCCC2)ccc1Cl	-1.8	i
32	C[n+]1cccc2c(Br)ccc([O-])c21	-0.4	i
3	C/C(=N\S(=O)(=O)c1ccc(C)cc1)N1CCN(S(=O)(=O)c2ccccc2)C1	-0.1	i
13	CCc1cccc(OCCCCNCCO)c1	-3.1	i
13	CC(C)C(=O)Nc1nc2ccc(S(C)(=O)=O)cc2s1	7.9	i
4	COc1ccc(C(=O)CN2CCN(c3ccc(Cl)cc3)CC2)cc1OC	-0.7	i
-2	N#Cc1ccc(C(=O)NNC(=O)c2cccc(S(=O)(=O)N3CCOCC3)c2)cc1	0.2	/
10	Cc1ccc(S(=O)(=O)NCc2ccco2)cc1C(N)=O	-0.3	i
21	CC(=O)Nc1cccc(OCC(=O)NS(=O)(=O)c2ccc(Cl)cc2)c1	2.5	i
2	Cc1ccc(S(=O)(=O)NCC2CCCO2)cc1 (stereo not given)	0.5	i
0	COc1ccc(-c2cc(C(F)(F)F)n3ncc(C(=O)N4CCCCC4c4cccnc4)c3n2)cc1 (stereo not given)	0.4	i
12	CS(=O)(=O)Nc1ccc(C(=O)Nc2cccc([N+](=O)[O-])c2)cc1	3.4	i
7	NC(=O)[C@H]1CC2(CC(c3cccc(NC(=O)CC(c4ccccc4)c4ccccc4)c3)=NO2)CN1C(=O)c1ccccc1C(=O)c1ccccc1 (stereo not given in full)	-0.1	i
17	CN(CCO)c1cc(N(C)CCO)c([N+](=O)[O-])cc1[N+](=O)[O-]	-1.0	i
35	CCOc1ccc(NC(=O)CN(C)C(=O)c2cc3c(s2)CCCCC3)cc1OCC	0.3	i
11	O=C(c1ccc([N+](=O)[O-])o1)N(Cc1nnc(-c2ccccc2Cl)o1)C1CC1	-1.4	/
12	CCC(C)(C)C1CCC2(CC1)NC(=O)N(CC(=O)N(C)CC(=O)Nc1ccccc1C(F)(F)F)C2=O (stereo not given)	-1.4	i
12	COc1ccc(CCNC(=O)C2CCCN(Cc3nc(-c4cccc(Cl)c4)oc3C)C2)cc1OC (stereo not given)	-1.4	i
10	Cc1cccc(CNS(=O)(=O)c2csc(C(N)=O)c2)c1	0.3	i
27	O=C(N/N=C/C1CCCCC1)c1ccccc1-n1cccc1	/	i
15	Cc1ccccc1CN1C[C@@H]2C[C@@H](c3ccc4nsnc4c3)N3CCC[C@@]23C1=O	0.4	i
8	O=C(NCCCn1ccnc1)c1ccc(-c2cccc(C(F)(F)F)c2)o1	-3.7	/
51*	CCOC(=O)COn1c(=O)c(-c2ccc(OC)c(OC)c2)[n+]([O-])c2ccccc21	1.3	i
5	COCCCNCCCOc1ccc(C(C)(C)c2ccccc2)cc1	-3.5	i
1	Cc1cc(NC2C3CC4CC(C3)CC2C4)n2ncnc2n1 (stereo not given)	-1.8	i
10	CC(=O)n1c(C=Nc2ccc(Cl)cc2)c(O)c2ccccc21	-0.6	i
31	CCS(=O)(=O)c1ccc2oc(Nc3ccc(C(C)(C)C)cc3)nc2c1	0.3	i
10	Cc1ccccc1OCC(=O)OCC(=O)NCc1ccco1	-0.4	i
-3	O=C1Nc2ccc(Br)cc2C1(O)c1ccccc1 (stereo not given)	-1.3	i
16	CCN1C(=O)c2cccc3c(S(=O)(=O)NC(Cc4c[nH]c5ccccc45)C(=O)O)ccc1c23 (stereo not given)	-0.2	i
45	O=C(O)C(c1ccccc1)N1C(=O)c2cccc3cccc(c23)C1=O (stereo not given)	-0.7	i
15	Cn1c(=O)[nH]c(=O)c2c1nc(SCCO)n2Cc1ccccc1Cl	-0.7	i
2	COc1cccc(C(C)NC(=S)NCc2ccc(F)cc2)c1 (stereo not given)	1.0	i
15	COc1cccc(/C=C2\SC(=O)NC2=O)c1OCc1ccc(C(=O)O)cc1	-0.4	i
5	O=C1CN(C(=O)COC(=O)CCNS(=O)(=O)c2ccc(Cl)cc2)c2ccccc2N1	0.9	i
34	COc1ccc(-c2cc(C(=O)Nc3nc4ccccc4s3)c3ccccc3n2)cc1OC	-1.0	i
16	O=C(CSCc1ccc(F)cc1)Nc1ccc(F)cc1	0.6	i
7	CCOC(=O)c1ccc2nc(NC(NC(C)=O)(C(=O)OC)C(F)(F)F)sc2c1 (stereo not given)	0.4	i
3	CCC(C(=O)NC1CCCC1)N(C(=O)Cn1nnc(-c2ccc(C)o2)n1)c1ccc(OC)cc1 (stereo not given)	0.6	i
37	CCOC(=O)N1CCN(CC(=O)Nc2ccc(C)c(Br)c2)CC1	-1.2	i

# New compounds follow:
OX1R FRET antag	molecule	STK33 kinase inh	KCNQ2 inh
0	Cc1cccc(NC(=O)CC(C)(C)C)c1	-1.0	i
10	CS(=O)(=O)N(CC(=O)Nc1ccccc1Br)Cc1ccccc1	0.7	i
10	O=C(NC1=NCCS1)C1CCN(S(=O)(=O)c2ccccc2C(F)(F)F)CC1	-0.4	/
3	COC(=O)c1cc(NC(=O)C2(S(=O)(=O)c3ccc(C)cc3)CC2)cc(C(=O)OC)c1	-0.3	i
34	CCN(CC)C(=O)C1CCC(CNS(=O)(=O)c2cccc3nsnc23)CC1 (stereo not given)	/	i
27	CCCCNC(=O)CN1CCC2(O)CCCCC2C1c1ccccc1OC (stereo not given)	-2.3	i
17	COC(=O)c1ccc(CSc2ncnc3ccccc23)o1	-1.3	i
9	N#Cc1ccsc1NC(=O)CCN1C(=O)C2CCCCC2C1=O (stereo not given)	-0.7	/
8	Cc1noc(C)c1C(=O)Nc1nc2ccc(F)cc2s1	-1.2	/
74	CCCCOc1ccc(Cc2c(COCC)[nH]c(=S)[nH]c2=O)cc1	-1.3	i
25	CSc1ccc(C2C(C#N)=C(N)N(c3ccccc3)C3=C2C(=O)CCC3)cc1 (stereo not given)	-1.0	i
14	Cn1c(=O)[nH]c(=O)c2c1nc(N1CCNCC1)n2Cc1cccc2ccccc12	0.9	i
17	CCN1CCN(C(=O)Cn2nc(C)n3c(cc4c(OC)cccc43)c2=O)CC1	-1.4	i
17	COC(=O)c1sc2ccccc2c1N	/	i
-1	Cc1cc(=O)nc2c3ccccc3n(C(C)C(=O)NCCN3CCOCC3)n12 (stereo not given)	-2.0	i
12	CCCc1cc(=O)[nH]c(SCC(=O)N2CCN(S(=O)(=O)c3ccc(C)cc3)C2)n1	-0.8	i
25	COC(=O)CSc1snnc1-c1ccc(Cl)cc1Cl	-0.6	i
71*	COc1ccccc1NC(=O)c1nn(-c2ccccc2)ccc1=O	0.6	i
51	Cc1cc(CNC(=O)COc2ccc(F)cc2Cl)cc(C)c1O	0.2	i
8	COc1ccc(S(=O)(=O)N2CC(=O)Nc3ccccc32)cc1F	-0.4	i
10	CCn1c(C)c(C)c2cc(C(=O)NCCN3CCCCCC3)ccc21	0.5	i
16	CC12CCC(=O)N1C(C(=O)NNC(=O)COc1ccccc1Cl)CS2 (stereo not given)	-0.1	/
10	CCN(c1ccccc1)S(=O)(=O)c1ccc2c(c1)N(C(C)=O)CCO2	3.5	i
16	CCc1ccc2c(CN(C)Cc3ccc(OC(F)F)c(OC)c3)cc(=O)oc2c1	0.1	i
17	O=C(NCC1CCN(c2ccc(S(=O)(=O)N3CCOCC3)cc2)CC1)Nc1ccccc1F	-0.9	i
6	COc1ccc(NC(=O)Nc2nc(C)cc(C)n2)c(OC)c1	-3.0	i
14	COc1ccc(C2=C/C(=C/c3cccnc3)C(=O)O2)cc1OC	-0.5	i
11	CC1CCC(NC(=O)c2cccc(S(=O)(=O)N3CCN(C)CC3)c2)CC1 (stereo not given)	0.4	i
/	CN1C(C(=O)Nc2ncccn2)=C(O)c2ccccc2S1(=O)=O	-1.1	i
8	CCOC(=O)c1sc2nc3c(SCC(=O)O)cc(C(=O)c4ccccc4O)cn3c(=O)c2c1C	-3.4	i
1	[N-]=C=C1C(=S)NC(=O)[C@H]([n+]2ccccc2)[C@H]1c1ccc(Cl)cc1	-2.6	i
21	Cc1cccc(C(=O)OCc2cc3ccccc3[nH]c2=O)c1	-3.1	i
14	COc1ccccc1C(CNC(=O)C(CCSC)NS(=O)(=O)c1ccccc1F)N1CCCC1 (stereo not given)	-1.5	i
10	CN(CCO)C(=O)c1c(NC(=O)c2ccccc2)sc2c1CCCC2	-0.6	i
7	O=C(Cn1nc(C(=O)O)c2ccccc2c1=O)Nc1ccc(Cl)c(S(=O)(=O)N2CCOCC2)c1	0.5	/
10	CCCCCCc1cc2cc(-c3nnc(-c4ccccc4)o3)c(=O)oc2cc1O	-0.5	i
-2	COc1c[nH]n(C2CCCCC2)c(=O)c1=O	0.6	i
7	O=C(CN(CC1CCCO1)C(=O)CNS(=O)(=O)c1ccc(Cl)cc1)NCCc1ccccc1 (stereo not given)	-1.3	i
29	COc1ccc2[nH]cc(CCNC(=S)NCCc3ccccc3)c2c1	-1.6	i
/	COc1cc(C(=O)NC2Cc3ccccc3C2)ccc1OC1CCN(C(C)=O)CC1	-1.3	i
-8	O=C(NC1CCOCC1)C1CCC(=O)N(Cc2ccc(Cl)cc2)C1 (stereo not given)	-0.9	i
10	COc1ccc(NC(=S)N(CCc2c(C)[nH]c3ccccc23)Cc2cccnc2)cc1	0.3	i
9	Clc1cc2c(c(Cn3cnc4ccccc43)c1)OCOC2	-1.1	i
11	Cc1ccc(NC(=O)COc2cccc(/C=C3\SC(=S)N(CCC(=O)O)C3=O)c2)cc1Cl	-0.4	i
32	COc1ccccc1/C=C/C(=O)OCC(=O)NCCC1=CCCCC1	-0.2	i
19	CC1(C)C(=O)N(CCN2CCC(C(=O)c3ccc(F)cc3)CC2)c2ccccc21	0.5	/
35	Cc1cc(C)cc(-n2c(SC(C)C(=O)NCc3ccc4c(c3)OCO4)nc3ccccc3c2=O)c1 (stereo not given)	7.4	i
16	O=C(COC(=O)C1CCC1)NCc1ccc(F)cc1	1.1	i
8	Cn1c(-c2cc3ccccc3oc2=O)nc2ccccc21	-2.4	i
31	O=[N+]([O-])c1cc(C(F)(F)F)cc([N+](=O)[O-])c1NCCN1CCNCC1	-0.7	i

# Remaining list, next part
OX1R FRET antag	molecule	STK33 kinase inh	KCNQ2 inh
22	CCc1ccc(/C=C/C(=O)C2C(=O)c3ccccc3C2=O)cc1	0.0	i
6	CS(=O)(=O)N(CC(=O)NCC1CCCO1)c1cccc([N+](=O)[O-])c1 (stereo not given)	-0.5	i
29	COc1ccc(CCNC(=O)C2CCCN(c3nc(C)cc(C)n3)C2)cc1 (stereo not given)	-0.6	i
19	CCCc1nc2ccccc2c(=O)n1/N=C/c1c(C)[nH]n(-c2ccc(C)cc2)c1=O	0.9	i
24	O=C(CSc1nnc(-c2cccnc2)n1Cc1ccco1)Nc1nc(-c2ccc(F)cc2)cs1	-1.0	i
7	CCN1C(=O)N[C@@H](c2cccs2)C(C(C)=O)=C1C	-1.0	i
2	C[C@H](CO)N1C[C@H](C)[C@@H](CN(C)Cc2ccc(C(=O)O)cc2)Oc2c(NC(=O)c3ccncc3)cccc2C1=O	-0.2	/
3	COC(=O)c1ccc(CNC(=O)c2ccc(COc3ccccc3)cc2)cc1	-0.3	i
8	NC(=O)C1CNc2ccccc2O1 (stereo not given)	-0.8	i
11	O=C(Cc1ccc([N+](=O)[O-])cc1)Nc1ccc(C(=O)N2CCOCC2)cc1	-1.8	i
